Screening results from PubChem BioAssay.
Tau ThT inhib: tau fibrillization inhibition (ThT binding) | P10636 | recombinant tau K18 P301L, heparin-induced fibrillization, ThT fluorescence | Potency, µM (highest dose often 57.4 µM), without a hit: at the top dose activity, negative = inhibition, actives largely listed as inhibitors | actives 2.1% (n = 270,000); note: % is set by controls: 0 for no effect and ±100 for the full control effect; nearly all actives have a fitted effect of over 55% in size
Target sequence (P10636 561-689 P618L limits assumed): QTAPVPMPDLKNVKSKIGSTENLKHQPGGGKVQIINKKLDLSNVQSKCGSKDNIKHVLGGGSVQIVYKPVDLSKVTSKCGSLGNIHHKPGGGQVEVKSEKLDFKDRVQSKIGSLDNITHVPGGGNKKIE
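K18 P301L tau (15 uM + 0.24 uM Alexa 594-tagged), heparin 20 uM, NaOAc pH 7, 6 h 37 C; ThT 30 uM, 1 h RT, ex 450/em 510 nm.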
Tau FP inhib: inhibitors of human tau fibril formation; Potency, µM (doses to about 57.7 µM), for the others: at the top dose activity, negative = inhibition, actives largely listed as inhibitors; K18 P301L tau heparin fibrillization, Alexa594 FP, 6 h; actives 0.39% (n = 280,000); note: % is set by controls: 0 for no effect and ±100 for the full control effect; nearly all actives have a fitted effect of over 55% in size
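Quantitative HTS format: compounds meet 15 uM recombinant K18 P301L tau and Alexa 594-tau tracer in 100 mM sodium acetate pH 7; 20 uM heparin triggers fibrillization at 37 C over 6 hr; FP gives the signal.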
ALDH1A1 block: ALDH1A1 (human) enzyme inhibition. actives 7.3% (n = 220,000). AID 1030. P00352. Purified ALDH1A1, NADH fluorescence, propionaldehyde substrate. Potency, µM (doses to about 75.3 µM), for inactives: top-dose activity, negative = inhibition, hits mostly inhibitors; active = well fitted inhibition curve with a large enough effect, not every such curve was filed as active; inconclusive = small, poorly fitted or top-dose-only effect, or another doubt; inactive = no such curve, though single readings can be large or run the other way;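 note: plate controls were no enzyme wells and a reference inhibitor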
Target sequence (P00352 whole entry, looked up): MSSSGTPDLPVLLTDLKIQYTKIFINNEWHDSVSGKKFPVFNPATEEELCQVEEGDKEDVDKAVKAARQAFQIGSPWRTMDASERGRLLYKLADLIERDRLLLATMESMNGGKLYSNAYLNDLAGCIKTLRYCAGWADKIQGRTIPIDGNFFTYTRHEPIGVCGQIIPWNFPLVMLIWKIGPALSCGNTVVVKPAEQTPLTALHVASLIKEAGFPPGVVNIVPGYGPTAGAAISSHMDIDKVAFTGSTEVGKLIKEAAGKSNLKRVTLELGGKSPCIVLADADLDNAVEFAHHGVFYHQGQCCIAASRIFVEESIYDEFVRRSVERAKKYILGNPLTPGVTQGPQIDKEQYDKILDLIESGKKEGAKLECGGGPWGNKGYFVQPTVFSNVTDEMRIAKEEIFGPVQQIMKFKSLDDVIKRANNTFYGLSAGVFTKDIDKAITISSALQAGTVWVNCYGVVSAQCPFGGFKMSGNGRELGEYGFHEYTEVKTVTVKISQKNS
Tau fluor cs: counter-screen for tau fibril formation inhibitors | Potency, µM (top dose mostly 57.7 µM), for the others: at the top dose activity change, negative = decrease | actives 0.93% (n = 280,000) | AID 1463 | tau K18 P301L (four-repeat tau fragment) Alexa594 fluorescence, heparin fibrillization; note: % is set by controls: 0 for no effect and ±100 for the full control effect; nearly all actives have a fitted effect of over 55% in size
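Human K18 P301L tau (15 uM unlabeled plus 0.24 uM Alexa 594-labeled, final) in 100 mM sodium acetate pH 7 was mixed with compound and 20 uM heparin and incubated 6 hr at 37 C.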
SMN2 splice enh: increases expression of the SMN2 splice variant; HEK293 SMN2-luciferase splicing reporter, luminescence, 30-36 h; Potency, µM (top dose mostly 46.1 µM), for the others: top-dose activity change, positive = activation, actives largely listed as activators; actives 2.8% (n = 210,000); AID 1458; note: % of control where 0% means no effect; nearly all actives have a fitted effect of over 55% in size
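qHTS luciferase splicing reporter: luminescence rises when SMN2 exon 7 is included in transfected HEK293 cells. Compound exposure lasted 30-36 h at 37C, with 4.5 mM final sodium butyrate as control, followed by a ONE-Glo read.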
HttQ103 aggreg: reduces HttQ103-GFP aggregates in PC12 cells; PC12 HttQ103-GFP aggregates, Acumen cytometry, 40 h; AID 1688; Potency, µM (highest dose often 46.1 µM), inactives show top-dose activity change, negative = inhibition, usual class: inhibitors; actives 1.1% (n = 220,000); note: % is set by controls: 0 for no effect and ±100 for the full control effect; nearly all actives have a fitted effect of over 60% in size
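Ecdysone-promoter PC12 model expressing HTT exon 1 Q103 fused to GFP, induced by tebufenozide at 100 nM final. Compounds titrated; aggregates sized 1–25 µm scored on a 488 nm laser cytometer.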
JMJD2E inh: JMJD2E (human) inhibition | JMJD2E catalytic domain, FDH-coupled NADH fluorescence (FDH is formaldehyde dehydrogenase) | B2RXH2 | actives 1.6% (n = 230,000) | Potency, µM (doses to about 57.1 µM), inactives show top-dose activity change, negative = inhibition, actives largely listed as inhibitors | AID 2147; active = well fitted inhibition curve with a large enough effect, not every such curve was filed as active; inconclusive = small, poorly fitted or top-dose-only effect, or another doubt; inactive = no such curve, though single readings can be large or run the other way;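 note: 0% = wells with enzyme and -100% = buffer wells without enzyme; nearly all actives have a fitted effect of over 50% in size; many of its hits are not listed in these tables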
Target sequence (B2RXH2 1-337 limits assumed): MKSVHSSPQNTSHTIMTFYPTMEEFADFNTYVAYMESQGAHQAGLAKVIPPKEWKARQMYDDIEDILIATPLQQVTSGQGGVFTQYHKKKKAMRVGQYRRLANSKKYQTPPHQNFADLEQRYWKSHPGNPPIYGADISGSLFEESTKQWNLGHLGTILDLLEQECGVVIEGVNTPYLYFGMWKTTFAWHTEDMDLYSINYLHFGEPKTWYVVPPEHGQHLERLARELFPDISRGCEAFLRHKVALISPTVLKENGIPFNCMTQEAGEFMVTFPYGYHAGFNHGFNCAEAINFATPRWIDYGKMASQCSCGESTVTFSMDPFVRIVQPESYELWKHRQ
HTT ATP protect: cytoprotection in Huntington HTT-Q103 PC12 cell model; PC12 HTT-Q103 induced, cytoprotection, ATP luminescence, 40 h; Potency, µM (highest dose often 56.4 µM), without a hit: cytoprotection (ATP increase), actives largely listed as activators; AID 1471; actives 0.14% (n = 230,000);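 note: % of control where 0% means no effect; nearly all actives have a fitted effect of over 45% in size; toxic huntingtin expression switched on by the ecdysone agonist tebufenozide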
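PC12 cells stably carrying ecdysone-inducible Htt exon 1 (Q103)–GFP were induced with 100 nM tebufenozide (final) alongside library compounds in a dose series. Cytoprotection was scored as retained ATP by ATPlite luminescence.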
The depositor's hits bear a star; ? = inconclusive; . = no result given; & = joins results of further samples; [ ] = remark or other dose. Unless noted, calls come from the whole dose curve; as a rule, active = well fitted curve in the direction sought with a large enough effect; inconclusive = small, poorly fitted or top-dose-only effect, or another doubt; inactive = no such curve, though single readings can be large; an effect the other way counts as inactive or inconclusive. Potency is the fitted concentration of half-maximal effect. The list is partial, so the mix of outcomes need not match the whole.

mol	Tau ThT inhib	Tau FP inhib	ALDH1A1 block	Tau fluor cs	SMN2 splice enh	HttQ103 aggreg	JMJD2E inh	HTT ATP protect
Cc1ncc([N+](=O)[O-])n1CCOC(=O)Nc1ccc([N+](=O)[O-])cc1	?	-7%	?	?	-4%	-8%	5%	5%[10 µM]
O=[N+]([O-])c1nn(-c2ccc3c(c2)OCCO3)n(O)c1=NCCC1=CCCCC1	?	13%	?	?	?	-4%	8%	-12%[10 µM]
COc1ccc(/C=N/Nc2c(Cl)cc(Cl)cc2Cl)cc1CN1CCOCC1	-17%	1%	-2%	-14%	12%	14%	-7%	1%[0.074 µM]
COc1ccc(-c2noc(CSc3nc4ccccc4c(=O)n3-c3ccc(C)cc3)n2)cc1	-13%	-10%	-1%	-21%	-28%	-14%	0%	-37%
O=S(=O)(c1ccccc1)c1nc(-c2cccs2)oc1N1CCCCC1	-12%	1%	.	-20%	2%	.	.	.
O=C(Nc1ccc(N2CCN(C(=O)c3ccco3)CC2)c(Cl)c1)c1cc2ccccc2o1	?	1%	?	4%	-96%[inhibitor]	?	?	-114%[inhibitor]
CC(C)CN(CC(C)C)S(=O)(=O)N1CCC(C(=O)NC2CCCCCCC2)CC1	4%	11%	5%	8%	-29%	-28%	-1%	-13%
CC(C)N(O)C(=O)NC(C)(C)C	-4%	2%	-6%	5%	5%	-1%	1%	11%[0.074 µM]
COc1ccc(S(=O)(=O)N2CCN(C)CC2)cc1Br	10%	0%	-7%	1%	-5%	-9%	-1%	10%
CC1=C(C(=O)OCC2CCCO2)C(c2ccc(O)cc2)NC(=O)N1 (stereo unspecified)	0%	-2%	5%	-3%	-4%	-2%	5%	-11%
CCCC(=O)N(c1ccc2oc(=O)sc2c1)S(=O)(=O)c1ccccc1	?	?	-6%	-10%	-8%	-32%	-8%	?
COc1ccc(Cn2ccnc2CO)cc1[N+](=O)[O-]	-2%	6%[2.34 µM]	6.3µM*	7%[2.34 µM]	.	?	3%	?
Cc1cc(NS(=O)(=O)c2ccc(NC(=S)NCc3ccccc3)cc2)no1	9%	0%	-4%	2%	5%	13%	-10%	.
O=C(O)c1cc(-c2ccccc2)n(-c2ccccc2)n1	5%	1%	0%	6%	-8%	23%	6%	-6%
CC(C)(C)c1ccc(C(=O)O)c(C(=O)c2ccccc2)c1	-8%	-1%	-9%	-9%	.	-1%[9.22 µM]	-6%	1%[10 µM]
CC1(C)C2([N+](=O)[O-])CN3CC1([N+](=O)[O-])CN(C2)C3C(O)C(O)C(O)CO (stereo unspecified)	.	1%	.	6%	.	-18%[9.22 µM]	-3%	6%[10 µM]
Cc1ccc(Cl)cc1NC(=O)c1sc2nc(C)c(C)c(C)c2c1N	-12%	-6%	.	-16%	-6%	.	.	.
O=C1CN(C(=O)COC(=O)c2ccccc2O)c2ccccc2N1	-5%	-3%	.	1%	.	-6%[9.22 µM]	-8%	3%[10 µM]
CCO[C@@H]1OC(C(=O)NCc2ccccc2)=C[C@H](c2ccc3c(c2)OCO3)[C@H]1CCCO	-1%	2%	14µM*	-3%	.	-3%[9.22 µM]	10%	-7%[10 µM]
O=C(COc1ccccc1Cl)c1ccc[nH]1	?	-1%	1%	-15%	?	-10%	-7%	-18%
Cn1c(C(=O)N2COCC2(C)C)cc2c(=O)n3ccccc3nc21	-19%	-11%	?	-13%	2%	-10%	?	-36%
CC(C)c1ccc(C(=O)NCCCN2CCN(CCCNC(=O)c3ccc(C(C)C)cc3)CC2)cc1	-7%	1%	-9%	1%	-19%	-9%	-2%	12%[0.074 µM]
O=S(=O)(NCc1ccccc1)c1ccc(S(=O)(=O)N(Cc2ccccn2)Cc2ccco2)cc1	3%	1%	5%	-4%	-12%	4%	8%	0%[10 µM]
Cc1cccc(NC(=S)N2CCC(C(=O)c3ccc(F)cc3)CC2)c1C	-12%	1%	1%	-23%	16%	-21%	3%	4%[10 µM]
COCCN1C(=O)c2[nH]nc(-c3c(C)cc(C)cc3O)c2C1c1cccc(O)c1 (stereo unspecified)	?	13%	.	?	8%	.	.	.
Cc1cccc(NC(=O)c2cc3n(n2)C(C(F)(F)F)CC(c2ccc4c(c2)OCO4)N3)c1 (stereo unspecified)	8%	0%	?	4%	.	-6%	-5%	3%[0.074 µM]
COc1ccc(-c2cccc(C3CC=CC4C3C(=O)N(Cc3ccccc3)C4c3ccc4ccccc4c3)c2)cc1 (stereo unspecified)	17%	-8%	.	25%	.	-40%[9.22 µM]	?	-51%[inhibitor][10 µM]
Cc1nc(C#N)c(N/N=C/c2cccc(Cl)c2)o1	?	4%	?	-24%	11µM*	-17%	-1%	.
O=C(Nc1ccccc1)c1ccc2ccccc2n1	-24%	-3%	-2%	-21%	?	10%	-3%	-25%
O=C(Cn1c(=O)n(CCCCC(=O)NC2CCCC2)c(=O)c2ccccc21)NCCC1=CCCCC1	2%	-3%	?	-1%	4%	?	11%	5%

3 compounds out of the list above, arranged by the number in Tau ThT inhib, smallest number first.
Structure	Tau ThT inhib
CC1=C(C(=O)OCC2CCCO2)C(c2ccc(O)cc2)NC(=O)N1 (stereo unspecified)	0%
Cc1cccc(NC(=O)c2cc3n(n2)C(C(F)(F)F)CC(c2ccc4c(c2)OCO4)N3)c1 (stereo unspecified)	8%
COc1ccc(S(=O)(=O)N2CCN(C)CC2)cc1Br	10%

(further entries)
mol	Tau ThT inhib	Tau FP inhib	ALDH1A1 block	Tau fluor cs	SMN2 splice enh	HttQ103 aggreg	JMJD2E inh	HTT ATP protect
COC1=Cc2c(ccc3ccc(=O)oc23)OC1(C)C	-9%	8%	?	-4%	25%	-21%	?	-11%
Cc1csc2nc(COc3ccc(NC(=O)c4ccccc4F)cc3)cc(=O)n12	?	-4%	.	-16%	-5%	.	.	.
O=C(Cn1nnc2ccccc21)OCC(=O)c1ccc(Cl)cc1	0%	-9%	.	-15%	.	-17%[9.22 µM]	-9%	-6%[10 µM]
COC(=O)c1cc(-c2c(C)nn(-c3ccccc3)c2C)n[nH]1	-10%	5%	1%	-2%	?	3%	6%	-6%
Cc1cccc(-n2[nH]c(C)c(C=Nc3ccc4[nH]c(=O)[nH]c4c3)c2=O)c1	?	-4%	9%	-11%	-2%	-12%	-1%	-2%[10 µM]
Cc1nn2c(N3CCN(C4CCCC4)CC3)cc(C(C)(C)C)nc2c1-c1ccccc1	-2%	10%	6%	-5%	-23%	6%	-8%	11%
CCOC(=O)c1cnn(-c2ccc(F)cc2)c1N	0%	11%	-8%	7%	3%	-8%	-1%	7%[10 µM]
COc1ccccc1N1C(=O)[C@@H]2C(C(=O)CN3C(=O)c4ccccc4C3=O)=NN[C@@H]2C1=O	1%	-1%	.	9%	.	-1%[9.22 µM]	3%	6%[10 µM]
COc1ccc2c(c1)c(=O)oc1cc3occ(C(C)(C)C)c3cc12	-9%	-6%	-2%	-12%	2%	2%	4%	0%
O=S(=O)(NCc1csc(-c2ccccc2)n1)c1ccccc1	-11%	1%	.	-19%	-6%	.	.	.
Cc1cc(NC(=O)c2ccc(-c3ccc(Br)cc3)o2)cc(-c2nc3ncccc3o2)c1O	?	-8%	.	-26%	25%	.	.	.
CCc1ccc(CN2C(=O)c3ccccc3C2C(=O)NCc2cccnc2)cc1 (stereo unspecified)	-15%	-2%	-7%	-16%	-8%	-19%	3%	-13%
Clc1ccc(C2CC(c3cccs3)n3ncnc3N2)cc1 (stereo unspecified)	-8%	-4%	.	-13%	.	27%[9.22 µM]	2%	4%[10 µM]
COc1cccc(CC(=S)N2CCOCC2)c1	4%	-2%	1%	-1%	12%[1.84 µM]	-14%	1%	25%[10 µM]
CN1CCc2cc(O)c(O)cc2C(c2ccccc2)C1 (stereo unspecified)	?	-12%	-3%	-16%	0%	.	20µM*	.
Cn1c2ccccc2c2ncn(CCC3=CCCCC3)c(=O)c21	?	7%	?	-5%	.	-5%	?	-16%[0.074 µM]
CCCCCCCn1c(=O)c(C(=O)OC)c(N)c2ccccc21	-12%	5%	.	-20%	.	3%[9.22 µM]	?	26%[10 µM]
COc1ccc2c(c1)CCc1c(C(=O)Nc3cc(C)n(Cc4ccc(Cl)cc4)n3)noc1-2	-5%	3%	?	1%	4%	-12%	7%	-26%
CCOC(=O)C1=NN(c2ccc(C)cc2)C2(S1)SC(C(C)=O)=C(C)N2c1ccccc1 (stereo unspecified)	-15%	-3%	-5%	-19%	-24%	12%	-6%	7%
O=C(O)c1nn(CC(=O)N(C2CCCCC2)C2CCCCC2)c(=O)c2ccccc12	-7%	-3%	14%	-3%	5%	12%	-5%	3%[10 µM]
Fc1ccc(-c2[nH]ncc2CN(CC2CCC2)CC2CCCO2)c(F)c1 (stereo unspecified)	-1%	5%	-2%	-4%	.	4%[9.22 µM]	-7%	-5%[10 µM]
COc1ccccc1C/C(N)=N/OC(=O)c1cccc([N+](=O)[O-])c1C	-1%	4%	0%	-7%	4%	6%	0%	-16%[10 µM]
O=C(Nc1cccc(S(=O)(=O)N2CCOCC2)c1)c1cnccn1	-2%	6%	7%	2%	8%	7%	0%	0%
N=c1oc2cc(O)ccc2cc1C(=O)Nc1ccccn1	?	1%	?	4%	-7%	16%	?	-22%
CCS(=O)(=O)N1CCN(c2ccc([N+](=O)[O-])c(NCC3CCCO3)c2)CC1 (stereo unspecified)	?	-5%	?	-2%	.	-10%	-8%	-24%
O=[N+]([O-])c1ccc(N2CCCCC2)cc1SCCO	?	-14%	?	-15%	-22%	-5%	1%	-56%[inhibitor]
Cc1ccc(S/C(=N\S(=O)(=O)c2ccc(Cl)cc2)c2ccccc2)cc1	?	?	?	-8%	-15%	11%	?	-12%
O=c1cc([O-])[n+]2c3n1CCCN3CCC2	4%	-9%	0%	5%	22%	-2%	-2%	25%[0.074 µM]
CC1=CC(=O)CC(C)(C)C1(O)/C=C/C(C)=C/C(=O)O (stereo unspecified)	-3%&-2%	7%&6%	14%	-3%&-4%	-3%	-22%[9.22 µM]	9%&2%	?
